aSyn yeast rescue: qHTS of alpha-syn Inhibitors: NCGC Sytravon Library Screen; 94,000 compounds, 0.02% hits; Potency, µM (series often up to 46.1 µM), without a hit: at the top dose growth rescue (activation), most hits filed as activators; S. cerevisiae alpha-synuclein toxicity rescue, BacTiter-Glo growth, 24 h; AID 1347070, 2019; active = well fitted activation curve with a large enough effect; inconclusive = small, poorly fitted or top-dose-only effect; note: 0% is about no effect
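Growth restoration measured by BacTiter-Glo luminescence after 24 hr at 30 deg C; alpha-synuclein yeast, raffinose-pregrown to mid-log, were added at OD600=0.02 in galactose medium onto pinned compounds.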
* marks the source's active call; other numbers are inactive results; ? = inconclusive; [ ] = dose if it differs, or a comment. Potency is the fitted concentration of half-maximal effect.

SMILES	aSyn yeast rescue
Cc1ccn2c(=S)[nH]nc2c1	-9%
Nc1c(C(=O)NCc2cccs2)nnn1CC(=O)Nc1cccc(F)c1	1%
Cc1ccc(NC(=O)Cn2c(=O)ccc3cc(S(=O)(=O)N4CCCC4)ccc32)cc1N(C)C	-11%
Cc1cccc(CSc2nc3ccncc3n2CC(=O)Nc2cc(C)cc(C)c2)c1	-3%
Cc1cc(N2CCC(C)CC2)nc2ccc(NC(=O)CCC(=O)N3CCN(c4ccccc4F)CC3)cc12	-4%
NS(=O)(=O)c1ccc(CCNc2nc(C(F)(F)F)nc3ccccc23)cc1	0%
COc1ccc(-c2nc(SCC(=O)NC3CCCC3)c(-c3ccc(C)cc3)[nH]2)cc1OC	-11%
COC(=O)c1cc(S(=O)(=O)N2CCN(c3ccccc3)CC2)c[nH]1	-13%
CCN(CC)S(=O)(=O)c1ccc(C(=O)Nc2nc3c(Cl)cc(Cl)cc3s2)cc1	-8%
Nc1ccccc1SSc1ccccc1N	-76%[inhibitor]
CCOc1ccccc1NC(=O)c1cc2cc(C)ccc2n1C	-11%
CCCCn1c(C(C)NC(=O)CC)nc2ccccc21 (configuration not stated)	-2%
CS(=O)(=O)c1ccc(-c2nnc(NC(=O)c3cccc(N4C(=O)CCC4=O)c3)o2)cc1	7%
Cc1ccccc1NC(=O)C(C)OC(=O)CCC(=O)c1ccccc1 (configuration not stated)	1%
COc1ccc(N(C(=O)c2snc(C(N)=O)c2N)C(C(=O)NC2CCCC2)c2cc(OC)ccc2OC)c(OC)c1 (configuration not stated)	-1%
Cc1ccc(C)c(Nc2c([N+](=O)[O-])c(=O)oc3ccccc23)c1	-10%
COc1ccc(OC)c(NC(=O)CCNS(=O)(=O)c2cccc3nonc23)c1	6%
O=c1c2cccnc2n(Cc2ccccc2F)c(=O)n1Cc1ccc(F)cc1	-5%
Cc1ccc(S(=O)(=O)N(CC(=O)Nc2ccc(C)cc2C)C(=O)N2CCN(C)CC2)cc1	-4%
CCOc1cccc(Nc2nn(-c3ccc(OC(F)(F)F)cc3)nc2C(C)=O)c1	-5%
CC(=O)c1c(C)[nH]c(C(=O)Nc2ccc(Cl)cc2)c1C	2%
CC(=O)N1CCc2c(sc3c2c(=O)n(-c2ccccc2Cl)c(=O)n3C)C1	2%
O=C(Cn1c(=S)[nH]c2ccccc2c1=O)NCCc1ccccc1	-18%
Cc1nn(Cc2ccc(F)cc2)c(C)c1NC(=O)C1c2ccccc2Oc2ccccc21	0%
CC(C)c1ccc(CN2C(=O)c3ccccc3S2(=O)=O)cc1	5%
Cc1ccc(-n2nc3cc(C)c(NC(=O)COc4ccccc4)cc3n2)cc1	-2%
N#Cc1ccc(C(=O)Nc2cccc3ncccc23)c(F)c1	-9%
COc1ccc(NC(=O)Nc2cccc(C)n2)c(OC)c1	-1%
CCCc1cc(=O)n2[nH]c(NCc3c(F)cccc3Cl)nc2n1	-8%
CCc1ccc(OC(C)C(=O)N(Cc2ccco2)C2CCS(=O)(=O)C2)cc1 (configuration not stated)	2%
CCN(CC)C(=O)c1sc2c(c1C)c(=O)n(CCc1ccccc1)c(=O)n2Cc1ccc(C)cc1	11%
COc1cc(/C=C(\C#N)c2nc3ccccc3[nH]2)ccc1OCc1ccccc1F	-13%
C=CC1C(OC2OC(CO)C(O)C(O)C2O)OC=C(C(=O)OC)C1CC1CC(=O)CC(CC(=O)CCc2ccc(O)cc2)O1 (configuration not stated)	-7%
COc1ccccc1Nc1cc(C(=O)NC2CCCC2)c2ccccc2n1	-1%
CCOc1ccc(-n2cc(-c3ccc(OC)c(OC)c3)[nH]c2=S)cc1	2%
Cc1ccc(C2CCN(C(=O)Nc3ccc(C)c(C)c3)C2)cc1 (configuration not stated)	3%
COc1ccc(CNC(=O)c2cc3c(=O)n(C)c4ccccc4c3n2C)c(OC)c1	-2%
O=C(Nc1ncccc1O)c1ccc2c(c1)OCO2	-2%
CS(=O)c1ccccc1COC(=O)Nc1ccccc1 (configuration not stated)	3%
Cc1ccc(Cn2c(C)c3cnn(CC(=O)NCc4ccccn4)c(=O)c3c2C)cc1	3%

Another view of 14 compounds above:
canonical_smiles | aSyn yeast rescue
N#Cc1ccc(C(=O)Nc2cccc3ncccc23)c(F)c1 | -9%
COc1ccc(NC(=O)Nc2cccc(C)n2)c(OC)c1 | -1%
CCCc1cc(=O)n2[nH]c(NCc3c(F)cccc3Cl)nc2n1 | -8%
CCc1ccc(OC(C)C(=O)N(Cc2ccco2)C2CCS(=O)(=O)C2)cc1 (configuration not stated) | 2%
CCN(CC)C(=O)c1sc2c(c1C)c(=O)n(CCc1ccccc1)c(=O)n2Cc1ccc(C)cc1 | 11%
COc1cc(/C=C(\C#N)c2nc3ccccc3[nH]2)ccc1OCc1ccccc1F | -13%
C=CC1C(OC2OC(CO)C(O)C(O)C2O)OC=C(C(=O)OC)C1CC1CC(=O)CC(CC(=O)CCc2ccc(O)cc2)O1 (configuration not stated) | -7%
COc1ccccc1Nc1cc(C(=O)NC2CCCC2)c2ccccc2n1 | -1%
CCOc1ccc(-n2cc(-c3ccc(OC)c(OC)c3)[nH]c2=S)cc1 | 2%
Cc1ccc(C2CCN(C(=O)Nc3ccc(C)c(C)c3)C2)cc1 (configuration not stated) | 3%
COc1ccc(CNC(=O)c2cc3c(=O)n(C)c4ccccc4c3n2C)c(OC)c1 | -2%
O=C(Nc1ncccc1O)c1ccc2c(c1)OCO2 | -2%
CS(=O)c1ccccc1COC(=O)Nc1ccccc1 (configuration not stated) | 3%
Cc1ccc(Cn2c(C)c3cnn(CC(=O)NCc4ccccn4)c(=O)c3c2C)cc1 | 3%

New compounds follow:
SMILES	aSyn yeast rescue
CC(NC(=O)c1cc2sccc2n1Cc1ccc(F)cc1)c1ccccc1 (configuration not stated)	-2%
Cc1ccc(C(=O)Nc2ccc(-c3cn4cccnc4n3)cc2)cc1C	2%
Cc1ccc(S(=O)(=O)N2CCCCC2CCNC(=O)C(=O)NCc2ccco2)cc1 (configuration not stated)	2%
COc1cc2c(C(=O)Nc3ccc(C)cc3Br)cn(C)c(=O)c2cc1OC	0%
O=C(OCc1nnc(-c2ccc([N+](=O)[O-])cc2)o1)c1ccc(F)c(S(=O)(=O)N2CCOCC2)c1	5%
CC1CCCCC1NC(=O)COC(=O)Cc1ccc(Br)cc1 (configuration not stated)	9%
Cc1ccc(C(CC(=O)O)NC(=O)CCNC(=O)c2ccco2)cc1 (configuration not stated)	-8%
COc1ccc(C(=O)c2c(N)c(-c3nc(-c4ccc(OC)cc4)cs3)c3ccccn23)cc1	2%
COC(=O)c1ccc(-n2c(CCC(=O)O)ccc2-c2ccc(C)cc2)cc1	25%
Cc1ccc2c(c1)CC(C)N2S(=O)(=O)c1nnc(NC(=O)c2ccccc2F)s1 (configuration not stated)	-29%
Cc1nc2nc(SCC(=O)N(Cc3ccccc3)C(C)C)nn2c(C)c1Cc1ccccc1Cl	-7%
Cc1ccc(SCCC(=O)N/N=C/c2ccncc2)cc1	4%
CC(C)(C)C1CCc2c(sc(NC(=O)Cn3nnc(-c4ccccc4Cl)n3)c2C#N)C1 (configuration not stated)	4%
CCc1nnc(SC(CC)C(=O)NCCOC)c2cc3occc3n12 (configuration not stated)	2%
COc1ccc(-c2nc(CNS(=O)(=O)c3ccccc3)cs2)cc1	0%
CCOC(=O)c1cccc(NC(=O)Nc2ccc3c(c2)C(=O)OC3)c1	2%
COc1ccc2oc(-c3ccc(C)c(NC(=O)c4ccc5c(c4)OCCO5)c3)nc2c1	-7%
Cc1ccc(C(=O)Nc2nnc(S(=O)(=O)N3CCCc4ccccc43)s2)cc1	8%
CCOC(=O)N/N=C/c1cn(CCCOc2ccccc2)c2ccccc12	2%
CN(C)S(=O)(=O)c1ccc(N2CCCC2)c(C(=O)Nc2ccc(C(N)=O)cc2)c1	2%
CCOc1ccc(CNC(=O)CN2C(=O)CSc3c2c(C)nn3-c2ccccc2)cc1	-14%
O=C1CCCCC1C(=O)c1ccccc1 (configuration not stated)	-3%
Cc1cc2ncn(C3CC(=O)N(Cc4ccc(N5CCCC5=O)cc4)C3=O)c2cc1C (configuration not stated)	-37%[inhibitor]
Cc1cc(C)c(NC(=O)CCN2C(=O)c3ccccc3Sc3ncccc32)c(C)c1	5%
Clc1ccc(N2CCN(c3ncnc4c3cnn4-c3ccccc3)CC2)cc1Cl	-9%
CC(=O)N1CCc2cc(S(=O)(=O)CCC(=O)NCc3ccc(Cl)cc3)ccc21	-9%
COC(=O)/C(=C\Nc1ccc(Cl)cc1Cl)NC(=O)c1ccc(OC)cc1	-2%
Cc1ccccc1CSc1ccc(-c2cccs2)nn1	-20%
Cc1cccc(N/N=C(\C#N)S(=O)(=O)C(C)(C)C)c1	-3%
COc1ccc(N2CC(NC(=O)C(=O)c3c[nH]c4ccccc34)CC2=O)cc1 (configuration not stated)	1%
Cc1ccccc1-c1noc(-c2ccccc2OCC(=O)Nc2cccc([N+](=O)[O-])c2)n1	-4%
COc1ccc(-c2nc(SCC(=O)N3CCCCC3C)n[nH]2)cc1 (configuration not stated)	-3%
CCOC(=O)Cn1c(=O)n(C2CCCCC2)c2nc(-c3cccc(OC)c3)nc(C(N)=O)c21	-11%
Cc1ccc2onc(CC(=O)Nc3ccc(C(C)C)cc3)c2c1	9%
Cn1c(=O)c2c(nc(NCCNC(=O)c3ccco3)n2Cc2ccccc2)n(C)c1=O	5%
COc1ccc(-n2c(C)nc3c(cnn3-c3ccc(C)c(C)c3)c2=O)cc1Cl	13%
N=c1ccn2c(n1)OC1C(O)C(CO)OC12 (configuration not stated)	-1%
COc1ccc([C@H]2C[C@@H](O)[C@H](n3cc(COC(=O)c4ccccc4)nn3)CN2CC2CCCCC2)cc1	-17%
CCc1ccc(CNC(=O)C2CCN(c3nnc(C)c4c(C)n(-c5ccc(C)cc5)nc34)CC2)cc1	-3%
CCOC(=O)N1CCC(NC(=O)c2ccc3c(c2)N(Cc2ccc(C)cc2)CCS3)CC1	3%
O=S(=O)(NCCc1nnc2ccc(SCc3ccc(Cl)cc3Cl)nn12)c1ccccc1	-5%
CCCCN(C)C1CCN(C(=S)Nc2cccc(SC)c2)CC1	6%
CCOc1ccccc1NC(=O)CSc1nc2c(c(=O)[nH]1)CCC2	-9%
COc1ccc(S(=O)(=O)NCCc2sc(-c3cccc(C)c3)nc2C)cc1	?
COc1cc(CC(=O)NCCCc2ccccc2)cc(OC)c1OC	-4%
COc1ccc(N2C(=O)CSC2c2ccc(F)cc2)cc1 (configuration not stated)	4%
COc1ccc(-c2coc3cc(OC(=O)N4CCOCC4)ccc3c2=O)cc1	-6%
O=C(Nc1ccc(C(=O)OCc2cc(=O)n3nc(C4CC4)sc3n2)cc1)c1cccc(F)c1	4%
CCc1cccc2c1NC1(CCCC1)CC2C (configuration not stated)	-11%
COc1cccc(N2CC(NC(=O)C(=O)c3c[nH]c4ccccc34)CC2=O)c1 (configuration not stated)	-2%
Remaining list, next part
SMILES	aSyn yeast rescue
Cc1ccc(-c2nc(N)sc2C)cc1	6%
CCN(CC)S(=O)(=O)c1ccc(N2CCOCC2)c(NC(=O)Cc2ccccc2F)c1	-6%
CCN1CCN(c2cc(C)c3cc(NC(=O)c4cccc(C(F)(F)F)c4)ccc3n2)CC1	-3%
Cc1cccc(-c2nnc(C(C)Nc3cccc(C(=O)NC4CC4)c3)o2)c1 (configuration not stated)	4%
CCOc1ccc(NC(=O)CN(Cc2ccccc2)S(=O)(=O)c2ccc(Cl)cc2)cc1	5%
O=C(Nc1ccc(CN2CCOCC2)cc1)c1ccc(N2CCCC2)c([N+](=O)[O-])c1	5%
Cc1nc(N2CCOCC2)c2c(C(=O)N3CCN(c4cccc(C)c4C)CC3)c(C)oc2n1	13%
Cc1ccc(N2C(=O)c3ccccc3C2=O)cc1	8%
CCOc1ccccc1NC(=O)CSc1nnc2ccc(-c3cccnc3)nn12	-5%
Cn1cccc([N+](=O)[O-])c1=O	-8%
O=C(CCCn1c(=O)c2cccn2c2ccc(F)cc21)NCc1ccc(Cl)cc1	1%
Cc1csc2nc(COc3ccccc3NC(=O)c3ccccc3Cl)cc(=O)n12	3%
Cc1cc(NC(=O)CSCC(=O)Nc2cc(C(F)(F)F)ccc2N2CCCC2)no1	-1%
CN1C(=O)c2ccccc2Cc2c(NCc3ccccc3)ncnc21	12%
Cc1ccc(Cl)cc1NC(=O)Cn1c(=O)cc(C)c2c(C)nn(C)c21	-11%
CCC(C)NC(=O)Cn1c(=O)n(-c2ccc(Cl)c(Cl)c2)c(=O)c2c(C)c(C(=O)N(CC)CC)sc21 (configuration not stated)	5%
CCOc1ccc(S(=O)(=O)NC(C)C(=O)NCc2cccnc2)cc1 (configuration not stated)	4%
COc1ccc2oc(=O)c(C(=O)NCCc3c(C)[nH]c4c(C)cccc34)cc2c1	4%
Cc1ccc(C2Nc3ccccc3-n3c(-c4ccccc4)c4c(=O)n(C)c(=O)n(C)c4c32)o1 (configuration not stated)	3%
Cc1[nH]c2ccccc2c1C1(O)C(=O)N(Cc2ccccc2)c2ccc(Cl)cc21 (configuration not stated)	-79%[inhibitor]
C[C@@H]1CN([C@H](C)CO)C(=O)c2c(c3ccccc3n2C)-c2ccccc2CO[C@H]1CN(C)C(=O)NC1CCCCC1	-6%
CSc1ccc(C2c3c(oc4cc(C)cc(C)c4c3=O)C(=O)N2CCO)cc1 (configuration not stated)	2%
CCOc1ccc(N2CC(NC(=O)c3ccc(S(=O)(=O)N4CCOCC4)cc3)CC2=O)cc1 (configuration not stated)	6%
Cc1ccc2[nH]c3c(=O)n(CC(=O)Nc4ccc(Br)cc4C)ncc3c2c1	3%
O=c1oc2c3c(ccc2c2ccccc12)OCN(Cc1cccc(Cl)c1)C3	-3%
COc1ccc(CSc2nc(O)cc(=O)n2CC(C)C)cc1F	8%

An excerpt; the hit share may differ from the screen's.
